# procasp3 activ = procaspase-3 (human) activation. activation, % at 8.5 µM. recombinant procaspase-3 D3A, Ac-DEVD-pNA absorbance 405 nm. P42574. 330,000 tested, 0.11% active;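 active means activation above the mean of all tested compounds plus 3 SD, cut at about 21% in these data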;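 further: 0% = DMSO alone and 100% = DMSO wells spiked with extra 5 µM PC-3 D3A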
# Target sequence (P42574 whole entry D9A/D28A/D175A): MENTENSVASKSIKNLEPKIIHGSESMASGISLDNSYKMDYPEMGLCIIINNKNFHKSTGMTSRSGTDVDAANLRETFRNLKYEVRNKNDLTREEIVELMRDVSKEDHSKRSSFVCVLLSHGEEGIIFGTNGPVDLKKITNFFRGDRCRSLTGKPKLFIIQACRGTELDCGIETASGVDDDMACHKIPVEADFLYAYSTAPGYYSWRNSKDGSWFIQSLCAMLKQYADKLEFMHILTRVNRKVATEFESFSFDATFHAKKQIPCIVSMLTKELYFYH
#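 Assay system: Autoprocessing-dead procaspase-3 D3A mutant enzyme; also added: Ac-DEVD-pNA; doses: one concentration, 8.5 µM nominal, 0.8% DMSO; times: 1 h compound preincubation, 2 h substrate hydrolysis at 25 °C; technique: 405 nm absorbance of p-nitroaniline, reads at 0 and 120 min; measure: % activation between DMSO and enzyme-spiked controls; repeats: single replicate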
# AHR act = activators of human aryl hydrocarbon receptor. P35869. AHR-responsive luciferase reporter cells, luminescence. activation, % at 5 µM. 320,000 tested, 2.5% active. AID 2796; in the data active means activation above about 47%;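 further: 0% = vehicle wells and 100% = reference agonist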
# HCV core dimer = HCV core protein dimerization inhibition | AID 1899 | 300,000 tested, 0.33% active | inhibition, % at 5 µM | TR-FRET GST/Flag-core106 dimerization, 1536-well;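 active means inhibition above the mean of all tested compounds plus 3 SD, set per screening campaign, cut at about 45% in these data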
#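 test system = GST/Flag-tagged HCV core106 proteins | probe or stimulus = Eu donor and XL665 acceptor anti-tag antibodies | times = compound-protein-antibody incubation 4 h at 22.5 °C | signal = TR-FRET, excitation 340 nm, emission 617 and 671 nm | measure = percent inhibition of core106 dimerization signal | controls = wells lacking GST-core106 and wells with excess unlabelled core106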
# Fh CTSL1 inh = blocks F. hepatica cathepsin L1 in PFM18AAP counter-screen. recombinant F. hepatica cathepsin L1, Z-Leu-Arg-MCA fluorescence. inhibition, % at 5.96 µM. 300,000 tested, 0.49% active;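 active means inhibition above the mean of all tested compounds plus 3 SD, set per screening campaign, cut at about 17% in these data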;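 further: 0% = plate median of test compound wells and 100% = 1 µM Z-Phe-Ala-diazomethylketone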
# procasp7 counter = counter-screen: procaspase-7 (human) activation. P55210. recombinant procaspase-7, Ac-DEVD-pNA absorbance 405 nm; D23A/D198A/D206A triple mutant, cannot self-cleave; scale: DMSO 0, 5 µM enzyme 100. activation, % at 8.5 µM. 330,000 tested, 0.093% active. AID 463210;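 active means percent activation above the screen-wide mean plus 3 SD, cut at about 25% in these data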
# Target sequence (P55210 whole entry D23A/D198A/D206A): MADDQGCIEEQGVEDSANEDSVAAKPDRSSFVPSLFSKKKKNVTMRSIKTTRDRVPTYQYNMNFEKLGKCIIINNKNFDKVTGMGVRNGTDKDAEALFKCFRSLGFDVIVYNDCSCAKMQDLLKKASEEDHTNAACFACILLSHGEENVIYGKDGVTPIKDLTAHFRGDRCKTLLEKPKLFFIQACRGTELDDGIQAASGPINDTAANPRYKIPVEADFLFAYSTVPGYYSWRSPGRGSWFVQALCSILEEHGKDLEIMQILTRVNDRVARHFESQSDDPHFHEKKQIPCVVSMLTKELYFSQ
#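 Material: Procaspase-7 triple mutant (PC-7 D3A) | Quantity: 2 µM procaspase-7 mutant as dispensed | Reagent: DEVD-pNA substrate | Times: 1 h preincubation, 2 h reaction | Technique: 405 nm absorbance of p-nitroaniline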
# PP1 inh = counter-screen for PP5 inhibitors: inhibitors of human PP1-alpha; purified PP1alpha, OMFP fluorescence; inhibition, % at 6.7 µM; 320,000 tested, 0.9% active; AID 2235;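 active means inhibition above the mean inhibition of all tested compounds plus 3 SD, computed separately for each screening campaign, cut at about 15% in these data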
# Target sequence (P62136 whole entry, looked up): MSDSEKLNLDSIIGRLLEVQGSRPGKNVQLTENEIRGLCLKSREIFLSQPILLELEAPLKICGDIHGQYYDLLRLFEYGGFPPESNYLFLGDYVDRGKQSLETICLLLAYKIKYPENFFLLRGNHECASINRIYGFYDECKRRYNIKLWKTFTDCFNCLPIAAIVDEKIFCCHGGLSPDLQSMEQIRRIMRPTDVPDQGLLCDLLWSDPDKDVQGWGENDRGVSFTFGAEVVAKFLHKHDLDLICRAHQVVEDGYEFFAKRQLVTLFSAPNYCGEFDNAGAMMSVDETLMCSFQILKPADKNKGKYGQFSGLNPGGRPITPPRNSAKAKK
# PP5 inh = blocks human protein phosphatase 5 activity; purified PP5c, OMFP substrate fluorescence; inhibition, % at 6.7 µM; 320,000 tested, 0.18% active; AID 1987;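 active means inhibition above the campaign's mean inhibition across all tested compounds plus 3 SD, cut at about 9.5% in these data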;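 further: 0% = DMSO only and 100% = 100 µM cantharidin control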
# PAFAH2 FP inh = inhibitors of human PAFAH2. Q99487. recombinant PAFAH2, FP-rhodamine activity probe, fluorescence polarization. inhibition, % at 3.39 µM. 340,000 tested, 0.99% active;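 active means inhibition above the mean over all tested compounds plus 3 SD, cut at about 30% in these data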;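 further: inhibitors block probe labeling of enzyme so polarization drops; 0% = enzyme with DMSO and 100% = wells lacking PAFAH2 protein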
# TPT1 inhibitor = inhibitors of Candida albicans tRNA 2'-phosphotransferase TPT1 | recombinant caTPT1, FP RNA substrate dephosphorylation | inhibition, % at 5 µM | 300,000 tested, 0.81% active | AID 1962;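 active means inhibition above the mean of all tested compounds plus 3 SD, set per screening campaign, cut at about 24% in these data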;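 further: plate controls were DMSO alone for no effect and ferristatin control at 100 nM for full effect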
# * marks the source's active call; other numbers are inactive results; x = not tested or not shown.
SMILES,procasp3 activ,AHR act,HCV core dimer,Fh CTSL1 inh,procasp7 counter,PP1 inh,PP5 inh,PAFAH2 FP inh,TPT1 inhibitor
Cc1ccc(CSCC(=O)N(CCC(C)C)c2c(N)n(Cc3ccccc3)c(=O)[nH]c2=O)cc1,14,0,4,0,-2,-1,2.6,3,-4
Cc1cc(NC(=O)CN2CCCC2c2nc3ccccc3s2)no1 (stereo not given),7,7,-2,-1,10,1,0.7,-1,0
Cn1c(CN2CCCCC2)nc2cc(NC(=O)c3ccc(Cl)cc3)ccc21,-10,-8,1,4,-8,-2,1.7,-13,1
COc1ccc(O)c(/C=N/NC(=S)Nc2cccnc2)c1,-17,27,-3,1,-15,-6,1.8,18,-1
COc1ccc(OC)c(CCNC(=O)c2ccc3c(c2)N(Cc2ccc(F)cc2)CCS3)c1,1,11,6,-2,-3,10,4.8,3,1
Cn1c(=O)c2c(n3cnnc13)-c1ccccc1CC21CCCC1,1,3,2,2,-8,0,1.6,-2,0
COc1cc2c(cc1NC(=O)COC(=O)C1CC(=O)N(Cc3ccco3)C1)oc1ccccc12 (stereo not given),-4,29,1,-50,3,7,0.3,6,-1
CC1Cc2ccccc2N1Cc1cccc(S(=O)(=O)N(C)C)c1 (stereo not given),-3,4,1,-1,-8,7,4.0,6,2
CCOc1ccc(OCC(=O)Nc2ccc(OC)cc2[N+](=O)[O-])cc1,5,0,15,-2,15,-3,-1.5,-6,2
Cc1ccc(C(=O)C2=C(O)C(=O)N(Cc3ccco3)C2c2cccc(Cl)c2)o1 (stereo not given),-9,0,30,1,-15,25*,0.2,2,-2
Cc1ccc(Nc2cc(C)nc(N3CCOCC3)n2)c(C)c1,6,23,-1,-1,-6,-2,0.8,6,0
Nn1c(SCC(=O)Nc2ccccc2F)nnc1C1CCCCC1,10,1,0,-2,9,-3,1.6,4,1
CC(=O)Nc1cc(NC(C)=O)ncn1,4,0,-2,1,11,2,-2.8,0,-2
O=C(c1cccc(-c2ccco2)c1)N1CCCC(N2CCN(c3ccc(F)cc3)CC2)C1 (stereo not given),6,1,11,0,-3,1,5.2,-1,-2
COCCNC(=O)c1cc(-c2ccccc2)nn1CC1CC(c2cccc([N+](=O)[O-])c2)=NO1 (stereo not given),7,-1,-3,0,3,1,-0.4,-1,-3
CC(C)Oc1ccccc1-c1nc(SCC(=O)O)n[nH]1,-8,4,-1,10,1,-6,-0.5,4,4
COc1cccc(C(=O)C2CCCN(Cc3c(C)n(C)n(-c4ccccc4)c3=O)C2)c1 (stereo not given),3,5,-1,-12,7,-5,-2.4,-3,4
Cc1nc(NC(=S)NC(=O)COc2ccc(Cl)cc2)ccc1Br,2,3,1,2,3,-3,-0.2,2,-2
CCOc1cc(C)nc(Oc2ccc(=O)[nH]n2)n1,-2,-1,0,-3,-2,1,-0.9,-3,-6
Cc1ccnc2nc(NC(=O)c3ccco3)nn12,6,11,4,-5,-2,-4,2.3,-1,-1
CCC(C)c1ccc(NC(=O)COc2c(F)c(F)c(C(F)(F)F)c(F)c2F)cc1 (stereo not given),-4,5,-8,2,-7,10,6.8,-10,-4
C=C1C(=O)O[C@@H]2[C@H]1[C@@H](OC(=O)/C(C)=C/C)C/C(C)=C\C(=O)/C=C(\C)[C@@H]2O,0,-5,5,-2,11,0,0.0,-3,2
Cc1cc(=O)[nH]c(N/N=C/C=C/c2ccccc2)n1,5,17,0,5,-6,-1,-0.1,11,1
Cc1cc(C(=O)CSc2nnc(-c3ccccc3)n2Cc2ccc3c(c2)OCO3)c(C)n1C,0,9,3,0,-5,4,-1.1,-2,-2
CCOc1nnc(C)c2c(C)n(-c3ccc(Cl)cc3)nc12,4,5,2,-3,-15,0,-2.2,2,1
COc1ccc(NC(=O)CNC(=O)Cn2c(C)cc3ccccc3c2=O)cc1OC,2,2,-2,-6,-3,-1,-1.6,-3,1
CC(C)Cc1nc(SCC(=O)N2CCCC2)c2c(=O)n(C)c(=O)n(C)c2n1,3,-2,10,0,7,-2,-1.3,-3,-1
c1ccc(C2=Nn3c(nnc3-c3ccncc3)SC2)cc1,6,22,-7,3,5,0,3.0,-8,-1
CC(C)CNC(=O)c1ccccc1NC(=O)CSCc1ccccc1,7,2,2,-1,7,-2,1.7,-1,2
Cc1cccc(N(C(=O)c2snc(C(N)=O)c2N)C(C(=O)NCC2CCCO2)c2c[nH]c3ccccc23)c1 (stereo not given),-1,9,10,2,-1,2,2.1,-7,1
COc1cccc(CNC(=O)C2CC(=O)N(c3ccc4c(c3)OCCO4)C2)c1 (stereo not given),1,6,1,3,5,-2,-1.9,6,2
CC(=O)Nc1ccc(S(=O)(=O)Nc2cccc(-c3ccc4nncn4n3)c2)cc1,4,-4,-8,2,-4,-5,2.5,2,3
CCN1CCN(Cc2ccc(OCc3ccccc3)c(OC)c2)CC1,-3,5,-3,4,-7,-1,-1.0,-5,-3
COc1cc(CC(NC(C)=O)C(=O)NC2CCN(C(=O)C3CC3)CC2)cc(OC)c1 (stereo not given),3,-1,-7,6,-5,-5,-1.7,2,-1
COc1ccc(OC)c2sc(N(CCN(C)C)C(=O)c3cc(Cl)sc3Cl)nc12,7,8,0,0,5,0,11*,-8,-2
C[C@]12CCC(O)CC1CCC1C2CC[C@]2(C)C(c3cc(C(F)(F)F)n[nH]3)CCC12 (stereo not given in full),1,3,0,6,3,-3,0.1,1,1
Cc1c(Cl)cccc1NC(=O)CSC(C)c1nc2ccccc2c(=O)[nH]1 (stereo not given),4,-7,-89,-1,9,-1,2.3,-1,3
Cc1ccc(NC(=O)CCC(=O)NNS(=O)(=O)c2ccccc2)cc1C,-8,1,-4,-2,-2,-3,2.1,-4,1
CCOC(=O)N1CCC(NS(=O)(=O)c2ccc(C#N)cc2)CC1,8,-2,2,-1,3,-1,-2.3,x,4
CSc1sc(C(=O)NNC(C)=O)c2c1C=CCC2,-2,2,-2,0,-8,0,1.5,x,-4
Cc1cc(NC(=O)CCC(=O)N(CC(=O)NC2CCCC2)c2cccc(C)c2C)no1,-4,1,4,3,7,-3,1.8,7,-4
CCS(=O)(=O)c1ccc2oc(SCC(=O)NC34CC5CC(CC(C5)C3)C4)nc2c1,4,-4,1,-1,3,2,3.8,5,-3
CCOC(=O)C1CCCN(C(=S)NC(=O)/C=C/c2ccc(F)cc2)C1 (stereo not given),5,-1,8,3,-2,-1,0.6,-10,1
COC(=O)/C(=C1/Oc2ccc(C(C)(C)C)cc2S1)C(F)(F)F,2,0,-11,0,4,-10,1.9,13,6
C=CCN(C/C(=N\O)c1sc(C(=O)OCC)nc1C)c1cccc(Br)c1,-1,-2,15,-1,-8,2,6.8,-3,-2

# 5 compounds out of the list above, arranged by their value in TPT1 inhibitor, smallest number first:
compound	procasp3 activ	AHR act	HCV core dimer	PP5 inh	PAFAH2 FP inh	TPT1 inhibitor
CCS(=O)(=O)c1ccc2oc(SCC(=O)NC34CC5CC(CC(C5)C3)C4)nc2c1	4	-4	1	3.8	5	-3
C=CCN(C/C(=N\O)c1sc(C(=O)OCC)nc1C)c1cccc(Br)c1	-1	-2	15	6.8	-3	-2
COc1cccc(CNC(=O)C2CC(=O)N(c3ccc4c(c3)OCCO4)C2)c1 (stereo not given)	1	6	1	-1.9	6	2
CC(=O)Nc1ccc(S(=O)(=O)Nc2cccc(-c3ccc4nncn4n3)c2)cc1	4	-4	-8	2.5	2	3
CCOC(=O)N1CCC(NS(=O)(=O)c2ccc(C#N)cc2)CC1	8	-2	2	-2.3	x	4

# Continuation:
SMILES,procasp3 activ,AHR act,HCV core dimer,Fh CTSL1 inh,procasp7 counter,PP1 inh,PP5 inh,PAFAH2 FP inh,TPT1 inhibitor
O=C1CN(C(=O)N[C@@H](Cc2ccccc2)C(=O)N[C@H](Cc2ccccc2)C(=O)O)c2ccccc2N1,7,0,0,2,-3,-2,3.3,3,2
CCC1(c2ccccc2)ON(c2c(Br)cccc2Br)C1=O (stereo not given),2,1,x,x,-5,1,1.7,2,x
O=C(COc1ccccc1Cl)NCCCNC(=O)c1ccco1,0,3,-1,4,0,-1,0.0,5,2
O=C(C1=COCCO1)N1CCN(S(=O)(=O)c2cccc(F)c2)CC1,-1,-1,x,x,5,0,1.6,0,x
CCOc1ccc2nc(NC(=O)CN3C(=O)C4CCCCC4C3=O)sc2c1 (stereo not given),-4,15,3,3,8,-6,0.2,0,1
COc1cc(NC(=O)CCCSc2nc(-c3ccco3)cc(C(F)(F)F)n2)cc(OC)c1OC,7,-3,-3,-1,14,-2,4.3,7,1
COc1cnc(-c2ccccn2)nc1Oc1c(C)cccc1C,8,-1,-1,5,17,19*,1.1,-10,0
O=C(C/C=N/OCc1ccc(Cl)cc1Cl)c1ccccc1,10,9,1,-4,6,3,1.4,-6,-3
COc1ccc([N+](=O)[O-])cc1NC(=O)CSc1ccccc1,-1,10,22,3,9,4,3.1,8,-2
COC(CNC(=O)c1ccc(-n2c(=S)[nH]c3ccccc3c2=O)cc1)OC,5,0,3,-3,9,-3,-2.3,1,1
COc1ccc(CCNC(=O)CSc2nc3ccccc3o2)cc1OC,5,0,-2,3,10,-1,-1.4,-5,-3
Cc1ccc(C(=O)NCC(=O)OCC(=O)Nc2ccc(Cl)cn2)cc1,-8,0,x,x,2,-3,1.4,2,x
CC1(C)CC(NC(=O)N2c3ccccc3Sc3ccccc32)CC(C)(C)N1,2,0,-3,5,4,-3,0.3,2,-3
COc1ccc2c(C)nc(Nc3nc(C)c(C)c(=O)[nH]3)nc2c1,5,-7,6,2,3,-1,1.2,8,1
CCCS(=O)(=O)N1CCCC(C(=O)NCCCN2CCN(c3ccc(F)cc3)CC2)C1 (stereo not given),-15,0,0,7,-7,-3,0.4,-5,1
Cc1cc(C(=O)Nc2cc(C)n(Cc3ccc(Cl)cc3)n2)no1,9,-1,0,-6,-1,-2,0.9,-7,-1
Nc1ccc2c(c1)sc1ccccc12,1,3,-4,1,-4,-1,4.3,7,1
COc1cc(C(C(=O)NC2CCCCC2)N(CCN2CCOCC2)C(=O)C2COc3ccccc3O2)cc(OC)c1OC (stereo not given),2,-2,-1,-4,5,1,3.3,7,-1
CCN(CC(=O)Nc1c(F)cccc1F)C(=O)c1ccc2c(c1)S(=O)(=O)N=C1CCCCCN12,-16,5,-6,2,6,-3,0.7,-2,-3
Cc1c(Cl)cccc1NC(=S)N1CCC(N(C)CC2CCCO2)CC1 (stereo not given),-2,2,3,2,-11,-8,1.5,5,-2
COc1ccc(NS(=O)(=O)c2cc(C)ccc2OC)cc1OC,-8,6,-6,-4,1,-5,4.2,-7,2
CCC(C)NC(=S)NNC(=O)c1ccc(C(C)(C)C)cc1 (stereo not given),5,7,-3,-2,-1,-2,1.5,8,0

# Single values from the entries so far:
# Under Fh CTSL1 inh, `CCOc1cc(C)nc(Oc2ccc(=O)[nH]n2)n1` is listed with -3
# Under PP5 inh, `Cn1c(CN2CCCCC2)nc2cc(NC(=O)c3ccc(Cl)cc3)ccc21` is listed with 1.7

# Source: PubChem BioAssay
